High-throughput results deposited in PubChem BioAssay by National Center for Advancing Translational Sciences (NCATS).
RORgamma inh – ROR gamma (mouse) transcription inhibition. P51450. Drosophila S2 Gal4-RORgamma UAS-luciferase reporter, 20 h. Potency, µM (highest dose often 53.6 µM), without a hit: top-dose activity change, negative = inhibition, hits mostly inhibitors. 5.4% of 310,000 active. AID 2551; further: potency means the concentration at half of the fitted maximal effect; on the % scale 0 is the no-effect control and ±100 the full control effect; nearly all actives have a fitted effect of over 60% in size
Target sequence (P51450 whole entry, looked up, the tested form may be a part): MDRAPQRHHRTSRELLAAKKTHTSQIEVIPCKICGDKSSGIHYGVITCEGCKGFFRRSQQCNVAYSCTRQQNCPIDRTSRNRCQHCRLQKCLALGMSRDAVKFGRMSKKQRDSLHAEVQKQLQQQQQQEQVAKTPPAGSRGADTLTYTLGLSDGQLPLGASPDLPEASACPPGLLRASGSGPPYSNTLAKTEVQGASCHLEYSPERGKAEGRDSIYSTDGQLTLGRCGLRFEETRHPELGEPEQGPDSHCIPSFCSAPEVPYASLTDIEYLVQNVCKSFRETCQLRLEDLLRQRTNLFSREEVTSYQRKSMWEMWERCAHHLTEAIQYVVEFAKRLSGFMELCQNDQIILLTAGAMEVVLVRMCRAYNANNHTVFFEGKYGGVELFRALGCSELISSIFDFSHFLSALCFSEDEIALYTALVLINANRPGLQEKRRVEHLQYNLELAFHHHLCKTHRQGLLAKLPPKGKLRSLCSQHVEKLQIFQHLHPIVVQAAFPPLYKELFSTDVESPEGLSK
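Using a luciferase readout, inhibitors were identified by reduced reporter activity in Drosophila cells coexpressing a copper-inducible Gal4–ROR gamma fusion and UAS-driven Photinus luciferase, incubated 20 hr after 700 uM copper sulfate.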
Menin MLL FP TR – displaces Texas Red mutant MLL peptide from human menin; Menin + Texas Red MLL mutant peptide, fluorescence polarization; O00255; AID 1768; Potency, µM (top dose mostly 61.6 µM), for inactives: at the top dose FP activity change, negative = inhibition, usual class: inhibitors; 0.23% of 270,000 active; active means well fitted inhibition curve with a large enough effect in the polarisation, with a control signal flat, not every such curve was filed as active; inconclusive means small, poorly fitted or top-dose-only effect, or effect the other way, or a change in a side signal; inactive means no such curve, though single readings can be large or run the other way; the % refers to the polarisation; further: potency means the concentration at half of the fitted maximal effect; % of control where 0% means no effect; many of its hits are not listed in these tables
Target sequence (O00255 whole entry, looked up): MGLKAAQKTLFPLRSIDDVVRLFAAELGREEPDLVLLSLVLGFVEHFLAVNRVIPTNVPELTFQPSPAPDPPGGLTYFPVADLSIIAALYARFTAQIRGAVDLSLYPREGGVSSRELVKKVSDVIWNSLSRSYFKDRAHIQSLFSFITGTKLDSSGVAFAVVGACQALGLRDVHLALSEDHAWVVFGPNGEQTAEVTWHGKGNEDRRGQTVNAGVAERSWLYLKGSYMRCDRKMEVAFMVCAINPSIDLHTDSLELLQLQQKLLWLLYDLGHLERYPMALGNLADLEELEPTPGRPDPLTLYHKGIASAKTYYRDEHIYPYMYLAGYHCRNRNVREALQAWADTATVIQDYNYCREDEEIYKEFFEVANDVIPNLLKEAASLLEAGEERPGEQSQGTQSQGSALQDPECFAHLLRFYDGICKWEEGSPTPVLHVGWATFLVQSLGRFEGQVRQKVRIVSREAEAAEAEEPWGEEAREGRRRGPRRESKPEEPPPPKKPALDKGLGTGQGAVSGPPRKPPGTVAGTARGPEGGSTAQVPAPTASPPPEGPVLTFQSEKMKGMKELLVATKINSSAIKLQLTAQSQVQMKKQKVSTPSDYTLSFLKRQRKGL
Giardia kill – Giardia lamblia killing; Giardia lamblia trophozoite viability; activity change, % at 7.66 µM, hits read low; 0.15% of 340,000 active; in the data active means activity change below about -80%; inconclusive means between about -30% and that limit;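 further: parasites exposed to compound for two days anaerobically before the ATP read; on the % scale 0 is the no-effect control and ±100 the full control effect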
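Trophozoite viability was measured as ATP-dependent luminescence, read 15-30 min after reagent addition. Before that, parasites at 100 cells/well were exposed to compounds for 48 h, anaerobically, at 37 deg C.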
ELG1 genotoxic – inducers of genotoxicity in HEK293T ELG1-luciferase cells; HEK293T ELG1-luciferase reporter, luminescence, 16 h; Potency, µM (doses to about 46 µM), for the others: top-dose activity change, positive = activation, actives largely listed as activators; 1.3% of 330,000 active; further: potency means the concentration at half of the fitted maximal effect; % of control where 0% means no effect; nearly all actives have a fitted effect of over 60% in size
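Step 1: seed 2,000 HEK293T ELG1-luciferase cells per well. Step 2: add compound or DMSO, incubate 16 hr at 37 °C. Step 3: ONE-Glo, 30 min at room temperature, read luminescence.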
BRCA1 expr up – increases BRCA1 expression; MCF7-BRCA1-FFLuc reporter, luminescence, 48 h; response scale: scaled: vehicle 0%, 10 µM genistein 100%; Potency, µM (series often up to 46.1 µM), without a hit: top-dose activation, hits mostly activators; 1.1% of 380,000 active; AID 624202; further: potency means the concentration at half of the fitted maximal effect; nearly all actives have a fitted effect of over 80% in size; some results filed as inactive show a strong effect at the top dose
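MCF7 cells carrying a BRCA1-firefly luciferase reporter (2000 cells/well, phenol-red free MEM) were attached for 2 h at 37 °C, then given compounds for 48 h. Luminescence was read 15 min after luciferase reagent; activity normalized to genistein (10 microM) and DMSO.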
Rab9 prom act – activators of Rab9 promoter; Huh7 Rab9 promoter-luciferase reporter, luminescence, 24 h; Potency, µM (top dose mostly 9.22 µM), for inactives: at the top dose activation, negative = inhibition, hits mostly activators; 2.8% of 320,000 active; AID 485297; further: potency means the concentration at half of the fitted maximal effect; % of control where 0% means no effect; nearly all actives have a fitted effect of over 60% in size
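Rab9 promoter-driven luciferase in stably transfected Huh7 cells; 1500 cells/well rested 2 h, exposed to compound in DMSO for 24 h at 37 °C, 5% CO2. Luminescence read 10 min after adding luciferase reagent at ambient temperature.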
PKM2 activator – PKM2 (human) enzyme activation. purified PKM2, Kinase-Glo ATP luminescence, activation; response scale: 0% is enzyme alone, no compound. Potency, µM (series often up to 57.5 µM), for the others: top-dose activation, usual class: activators. 0.34% of 260,000 active. AID 1631; further: potency means the concentration at half of the fitted maximal effect; on the % scale 0 is the no-effect control and ±100 the full control effect; nearly all actives have a fitted effect of over 55% in size
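Purified hPK-M2 (>95% pure) converted ADP (0.1 mM final) to ATP with 0.5 mM PEP in 50 mM imidazole pH7.2, KCl, MgCl2, Tween 20, BSA; 1 h at room temperature. ATP detected by Kinase-Glo luminescence.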
p53 reactivation – restores transcriptional activity of mutant p53. H1299 p53-A138V BP100-luciferase reporter, luminescence, 24 h. 0.063% of 320,000 active. Potency, µM (top dose mostly 92.2 µM), without a hit: top-dose activity change, positive = activation, usual class: activators; further: potency means the concentration at half of the fitted maximal effect; % of control where 0% means no effect; nearly all actives have a fitted effect of over 45% in size
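H1299 (p53-null), stable ts p53-A138V + BP100-Luc; 1000 cells/well, Opti-MEM/10% FBS; cpd 4 pt, 1:5; 24 h, 37 deg C, 5% CO2; detection reagent 10 min RT; luminescence.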
FLuc modulator – counter-screen for miR-21 project: firefly luciferase inhibitors or activators. 6.9% of 360,000 active. Potency, µM (titrated, usually from 57.5 µM), for the others: at the highest dose activity change, negative = inhibition, usual class: inhibitors. purified FLuc, Km substrates, luminescence inhibition. P08659. AID 588342;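 further: potency means the concentration at half of the fitted maximal effect; plate controls were vehicle for no effect and reference inhibitor for full effect; nearly all actives have a fitted effect of over 55% in size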
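Purified P. pyralis luciferase (10nM final) with 10uM D-luciferin and 10uM ATP (Km levels) in 50mM Tris acetate pH 7.5, 10mM Mg acetate, 0.01% Tween-20, 0.05% BSA; qHTS 6-point titration, ~60 µM downward; luminescence read.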
NPC1 prom act – activates the NPC1 promoter. Potency, µM (top dose mostly 9.22 µM), for inactives: top-dose activation, usual class: activators. 2.4% of 320,000 active. Huh7 NPC1 promoter luciferase reporter, 24 h;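 further: potency means the concentration at half of the fitted maximal effect; % of control where 0% means no effect; nearly all actives have a fitted effect of over 60% in size; reporter is driven by a mutant NPC1 promoter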
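Luciferase expression driven by the NPC1 promoter was measured in stably transfected Huh7 cells after a 24 h compound incubation, using a luciferase reagent and a luminescence read.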
VP16 counter – inhibits Gal4-VP16 luciferase reporter, ROR gamma counter-screen. Drosophila S2 Gal4-VP16 UAS-luciferase, luminescence, 20 h. Potency, µM (top dose mostly 53.6 µM), for the others: at the top dose activity, negative = inhibition, most hits filed as inhibitors. 3.5% of 310,000 active. AID 2546;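 further: Gal4-VP16 expression switched on by copper sulfate through the metallothionein promoter; potency means the concentration at half of the fitted maximal effect; on the % scale 0 is the no-effect control and ±100 the full control effect; nearly all actives have a fitted effect of over 50% in size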
* marks the source's active call; other numbers are inactive results; u = inconclusive; x = not tested or not shown; & = joins results of further samples; [ ] = remark or other dose. Unless noted, the call rests on the fitted dose curve; in most records, active means well fitted curve in the direction sought with a large enough effect; inconclusive means small, poorly fitted or top-dose-only effect, or another doubt; inactive means no such curve, though single readings can be large; an effect the other way counts as inactive or inconclusive. This is a subset; the hit share may differ from the screen's.

SMILES | RORgamma inh | Menin MLL FP TR | Giardia kill | ELG1 genotoxic | BRCA1 expr up | Rab9 prom act | PKM2 activator | p53 reactivation | FLuc modulator | NPC1 prom act | VP16 counter
CCC(C)NC(=O)c1ccc2c(Cl)c3c(nc2c1)CCC3 (configuration not stated) | 13% | x | -16 | u | u | 2.5µM* | -5% | 18% | 4.8µM* | 2.8µM* | -6%
CCOC(=O)CC(=O)CSc1nc2c(cc1C#N)CCC2 | u | -12% | -29 | 2% | -28% | 6% | -2% | u | 13µM* | -2% | u
O=C(OCc1csc(-c2ccccc2)n1)c1cccs1 | -2% | -10% | -1 | u | 54% | u | -23% | u | 0.54µM* | u | -6%
CC(NC(=O)c1cc(F)c(F)cc1Cl)c1ccncc1 (configuration not stated) | -12% | 8% | -16 | 0% | 0% | -1% | 5% | 3% | -2% | -5% | -12%
COc1ccc(Nc2cc(C)nc(-n3nc(C)cc3C)n2)cc1 | 0.5µM* | 5% | 7 | -2% | -82% | -14% | 7% | 12% | -2%[2.3 µM] | -17% | 1.1µM*
O=C(O)CCN1C(=O)C2C3C=CC(C2C1=O)C1C(=O)N(CCC(=O)O)C(=O)C31 (configuration not stated) | 3% | -1% | -8 | 0% | -1% | 14% | x | 2% | -1% | 1% | -1%
Nc1ncc(Br)cc1S(=O)(=O)Nc1ccccc1F | 15% | x | -13 | 0% | -17% | -3% | x | 3% | 0% | 0% | 1%
O=C(C/C=N/OCc1c(Cl)cccc1Cl)c1ccccc1 | -26% | -5% | -8 | 3% | 6% | 8% | 4% | 1% | u | 19% | 4%
COC(=O)c1cc2ccc(OC)c(OC)c2c(=O)s1 | u | 9% | 11 | 4% | 0% | -3% | 0% | 13% | 3% | -1% | -8%
COc1cccc(N(C(C)=O)c2nc(C)cc(C)c2C#N)c1 | 12% | -7% | -12 | -6% | -4% | -8% | 4% | 11% | 0% | 0% | 2%
COc1ccccc1-c1ccc(SCC(=O)Nc2cc(C)on2)nn1 | 4% | -8% | 4 | -1% | 10% | 3% | 18% | -1% | -4% | -3% | 2%
Cc1nnc(-n2cnc3ccccc32)c2ccccc12 | -20% | -4% | -4 | 2% | 9% | 3%[1.84 µM] | 0% | -4% | 1% | -5% | 5%
CC(=O)c1ccc(NC(=S)NCCc2cccc(Cl)c2)cc1 | 18µM* | u | -5 | u | 3.2µM* | 2.8µM* | 1% | 2% | -22% | u | u
c1ccc(C2CC(c3ccccc3)n3c(nc4ccccc43)N2)cc1 (configuration not stated) | u | 1% | 6 | 6% | -19% | -13% | -18% | 0% | 0% | -3% | -11%
Cc1ccc(NC(=O)C(Nc2cccc(C)c2)c2ccccc2)cc1 (configuration not stated) | -3%[10 µM] | 7% | 2 | -3% | 0% | 9% | -28% | u | u | 2% | -7%
COc1ccc(-c2ccc(-c3noc(-c4cccc(OC)c4)n3)c(OC)n2)cc1 | 0.35µM* | -11% | 6 | 2% | -4% | 10% | 6% | -14% | 7.6µM* | -2% | u
CCn1c(SCc2cccc(F)c2)nnc1-c1cccnc1 | 12% | -7% | -8 | 4% | 1% | 6% | 7% | 3% | 4% | 1% | 6%
CC(C)n1cc(CN2CCCC(CNS(=O)(=O)c3cccc4cccnc34)C2)cn1 (configuration not stated) | -28% | -1% | -1 | 0% | 4% | 1% | 1% | 7% | -1% | 0% | -5%
O=C(NCc1cccnc1)c1ccccc1-c1ccccc1 | 0% | -1% | 11 | 0% | -18% | -6% | 0% | -3% | 1% | -7% | -16%
NC(=O)NC(=O)CSc1cccc(C(F)(F)F)c1 | 22% | 14% | 16 | 5% | 2% | 2% | 3% | 0% | -1% | -6% | 0%
CCOc1ccc(Cn2nnc(C(=O)NCc3ccccc3)c2N)cc1 | u | 5% | 3 | 7% | 0% | -8% | -2% | -2% | 2% | 0% | 12%
Oc1ccccc1CNCC12CC3CC(CC(C3)C1)C2 | -2% | u | -16 | -8% | -35% | -3% | x | -6% | 0% | 7% | -6%
Cc1cccc(NC(=O)C2CC(=O)N(Cc3ccccc3)C2)n1 (configuration not stated) | x | x | -9 | 18% | -3% | -2% | x | 7% | 10% | 0% | x
CN(Cc1ccccn1)Cc1nc(-c2ccc(Cl)cc2)no1 | -9% | 0% | -10 | 1% | 58% | -1% | -6% | -1% | u | 11% | -9%
CSC1=N/C(=C\c2ccc(Cl)cc2)C(=O)N1N(C)C | u | x | -2 | -3% | -37% | 1% | 10% | 9% | -19% | -3% | -3%
CCCCC(=O)Nc1ccc(NC(=O)c2ccc3c(c2)OCO3)cc1OC | 9% | -13% | -23 | 13% | 19% | 0% | -1% | -13% | 11µM* | 15% | 2%
O=C1N(Cc2cccnc2)C[C@@H]2C[C@@H](c3cccc(C(F)(F)F)c3)N3CCC[C@@]123 | 9% | -23% | 0 | -2% | -29% | 0% | 10% | 2% | -1% | -4% | -4%
CCOC(=O)c1csc(NC(=O)CSc2nnnn2-c2ccc(OC)c(OC)c2)n1 | -12% | 3% | -17 | -4% | -26% | 1% | 3% | -4% | -16% | 1% | -1%
COC(=O)c1ccc(N2CCOCC2)c(NC(=O)c2ccco2)c1 | -20% | x | -4 | -2% | -15% | 7% | -12% | -6% | 7% | 2% | -1%
O=C(NCc1ccc(F)cc1)Nc1cccc([N+](=O)[O-])c1 | 17% | 16% | 19 | -1% | 35% | 1% | -2% | -2% | -8% | 1% | -10%
COc1ccc(N2CCN(C(=O)c3c(-c4ccccc4)noc3C)CC2)cc1 | u | -21% | 0 | -1% | 11% | -2% | 2% | 1% | 2% | -4% | 6%
N#CNC(=Nc1ccc(F)cc1)SCc1ccccc1 | u | -4% | 8 | 3% | -5% | -3% | -2% | 10% | 1% | -3% | 3%
CN(CC(=O)NCc1ccccc1)S(=O)(=O)c1cnc[nH]1 | 0% | 8% | -13 | 1% | 0% | -9% | -9% | 1% | 1% | -5% | 0%
CCc1ccc(OCC(O)CN2CCN(c3ccccc3)CC2)cc1 (configuration not stated) | -14% | -10% | -20&4 | 0% | -9%&-3% | 0% | -16% | 1% | 0% | 0% | -10%
COc1ccc(-c2c[n+](CC(=O)N3c4ccccc4Sc4ccccc43)c3n2CCC3)cc1 | 39% | x | -2 | -10% | -56% | 0% | 2% | 12% | 0% | -1% | -13%
COc1ccc(C(=O)OCC(=O)NC2CC2)cc1[N+](=O)[O-] | -14% | 16% | 4 | 2% | 6% | 0% | -5% | 2% | 8% | -2% | -19%
C/C=C(\C)c1nnc(NC(=O)OCC)s1 | 51% | -28% | 16 | u | 37% | 6% | 0% | u | -6% | -5% | -1%
CC(C)(C)C(=O)Nc1ncc(C(F)(F)F)cc1Cl | 31% | -12% | -5 | -4% | -34% | 16% | 0% | -2% | 3% | 0% | 20%
COC(=O)CN1C(=O)C(C)(C)Oc2ccc(C(=O)NC3CC3)cc21 | 25% | -19% | 1 | 0% | -6% | 9% | 10% | 3% | -1%[2.3 µM] | 0% | 4%
Cc1nn(C(C)C(=O)NCC2CCCO2)c(=O)c2cc3occc3n12 (configuration not stated) | 0% | 5% | 11 | x | -1% | x | -2% | x | 6% | x | -6%
COc1cccc(OC)c1-c1nn2c(-c3ccco3)nnc2s1 | 18% | -3% | 3 | u | -1%[1.84 µM] | 28% | 13% | 16% | u | 15% | 6%
O=C(CSc1nnc(C2CCCCC2)n1Cc1ccccc1)NCc1ccco1 | 33% | -14% | -11 | -2% | 6% | -4% | 0% | 0% | 2% | -4% | 6%
c1ccc2sc(C3CCN(Cc4nnnn4Cc4ccc5c(c4)OCO5)CC3)nc2c1 | 24% | -8% | -1 | -11% | -57% | -17% | 7% | -7% | -3% | -3% | -10%
COc1ccc(CCNC(=O)c2cc(C3CC3)nc3c2cnn3C(C)C)cc1OC | x | x | -7 | -7% | -11% | -1% | x | -18% | 0% | -3% | x
CC(Oc1ccc(F)cc1)C(=O)Nc1cc(Cl)ccc1-n1cncn1 (configuration not stated) | x | x | 1 | 1% | -6% | -7% | x | -2% | 0% | -5% | x
COc1ccc(-c2csc3ncnc(N4CCN(c5cccc(C)c5C)CC4)c23)cc1 | 5% | u | -24 | -4% | -78% | 3% | 4% | -6% | -2% | -2% | -1%
CCOC(=O)C1CCCN(S(=O)(=O)c2ccc(OC)cc2)C1 (configuration not stated) | 19% | -1% | -4 | -2% | 1% | -6% | -2% | -2% | 5% | -4% | 16%
COc1cc(OC)c2c(C)cc(=O)oc2c1C(CCN1CCOCC1)c1ccc(N(C)C)cc1 (configuration not stated) | -9% | x | 12 | 0% | -2% | 1% | 2% | -5% | -1% | -9% | -10%
